# PLC-gamma1 inh – PLC-gamma1 (human) inhibition, primary screen; P19174; purified PLC-gamma1, fluorogenic substrate, fluorescence; inhibition, % at 12.2 µM; 370,000 tested, 0.84% active; in the data active = inhibition above about 9.5%
# DAX1 inh-1 – DAX1 (NR0B1) inhibition, primary screen | HEK293T StAR-luciferase reporter, SF-1/DAX-1 repression relief | AID 652010 | 370,000 tested, 1.1% active | inhibition, % at 6.8 µM;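 active = inhibition above the mean over all tested compounds plus 3 SD, cut at about 3.6% in these data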;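 also: 0% = DAX-1 cells with DMSO and 100% = cells lacking DAX-1 with DMSO; higher inhibition means more luminescence from relief of DAX-1 repression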
# hgDAF12 agonist – agonists of H. glycines DAF-12 nuclear receptor; activation, % at 6.8 µM; HEK293 GAL4-hgDAF12 UAS-luciferase reporter, agonist luminescence; normalized to butyrate control; 370,000 tested, 1.8% active;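 active = activation above a cutoff set at the mean of all screened compounds plus 3 SD, cut at about 10% in these data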;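 also: 0% = DMSO wells and 100% = sodium butyrate wells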
# PLC-beta3 inh – inhibitors of human phospholipase C beta3; 370,000 tested, 0.18% active; inhibition, % at 12.2 µM; Purified PLC-beta3, fluorogenic substrate, fluorescence; in the data active = inhibition above about 11%;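 also: 0% = median of compound wells on plate and 100% = full blocker control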
# FXN GAA850 act – activators of GAA850 frataxin (FXN) promoter; HEK293 lucGAA850 FXN promoter luciferase reporter, 24 h; percent of 10 µM SAHA response; activation, % at 6 µM; 360,000 tested, 0.56% active; AID 540364;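 active = activation above the average of all compounds screened plus 3 SD, cutoff fixed separately per campaign, cut at about 7.5% in these data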;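 also: 0% = DMSO wells and 100% = 10 µM SAHA wells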
# ADAM10 inh – ADAM10 inhibition, QFRET primary screen; O14672; recombinant ADAM10, EDANS/DABCYL FRET peptide cleavage, 3 h; inhibition, % at 7 µM; 370,000 tested, 0.62% active; AID 720582;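 active = inhibition above a per-campaign cutoff equal to the mean of compounds falling between control-based bounds plus 3 SD, cut at about 20% in these data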;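 also: 0% = DMSO wells while the 100% control is not disclosed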
# HGIII-sPLA2 inh – Blocks human group III sPLA2 activity. AID 743126. 370,000 tested, 0.56% active. inhibition, % at 12.2 µM. Q9NZ20. QFRET BODIPY PC-A2 liposome hydrolysis, fluorescence;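 active = inhibition above mean plus 3 SD of compounds lying within the high and low control bounds, cut at about 19% in these data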;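 also: 0% = median of test compound wells and 100% = no enzyme DMSO wells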
# Target sequence (Q9NZ20 whole entry, looked up): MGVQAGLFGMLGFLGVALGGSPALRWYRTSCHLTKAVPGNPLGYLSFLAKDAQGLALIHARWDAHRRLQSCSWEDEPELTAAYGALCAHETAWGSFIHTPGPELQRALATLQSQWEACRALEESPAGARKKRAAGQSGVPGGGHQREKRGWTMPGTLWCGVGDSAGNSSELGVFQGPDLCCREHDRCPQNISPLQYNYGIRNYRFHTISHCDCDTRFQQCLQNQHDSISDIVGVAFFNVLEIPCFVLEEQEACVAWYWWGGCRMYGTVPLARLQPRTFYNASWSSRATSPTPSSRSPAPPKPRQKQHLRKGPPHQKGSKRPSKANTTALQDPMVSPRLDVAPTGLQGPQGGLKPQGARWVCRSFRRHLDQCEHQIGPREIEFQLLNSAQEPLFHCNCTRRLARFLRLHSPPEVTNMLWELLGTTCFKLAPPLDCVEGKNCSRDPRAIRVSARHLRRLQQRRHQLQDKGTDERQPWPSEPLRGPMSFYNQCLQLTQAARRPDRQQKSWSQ
# ssDAF-12 act – activators of S. stercoralis DAF-12 nuclear receptor; HEK293 ssDAF-12/GRIP1 lit1-tk-luc reporter, luminescence; % of 3 µM dafachronic acid response; activation, % at 6.8 µM; 370,000 tested, 1% active;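 active = activation above the mean over all tested compounds plus 3 SD, cut at about 0.9% in these data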;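 also: 0% = DMSO-only wells and 100% = 3 µM delta7-dafachronic acid wells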
# hcDAF12 agonist – H. contortus DAF-12 activation, primary screen; HEK293 hcDAF-12 lit1-tk-luc reporter, luminescence; 0% DMSO, 100% Δ7-dafachronic acid; activation, % at 6.8 µM; 370,000 tested, 1.4% active; AID 652067;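 active = activation above the mean of all tested compounds plus 3 SD, cut at about 5.5% in these data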;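 also: 100% = response to 3 µM Δ7-dafachronic acid high control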
# ADAM17 inh – inhibits human ADAM17; P78536; inhibition, % at 6.95 µM; 370,000 tested, 0.83% active; recombinant ADAM17, EDANS/DABCYL FRET peptide cleavage;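 active = inhibition above the mean of compounds lying between control limits plus 3 SD, set per campaign, cut at about 8.5% in these data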;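 also: 0% = DMSO-only wells as the low control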
# DAX1 inh-2 – NR0B1 (DAX1) inhibition; P51843; inhibition, % at 6.75 µM; HEK293 Gal4-DAX1 luciferase reporter, luminescence; AID 504766; 340,000 tested, 0.99% active;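 active = inhibition above the mean over all tested compounds plus 3 SD, cut at about 4.2% in these data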;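 also: 0% = DAX1-transfected cells with DMSO and 100% = empty-vector control cells with DMSO; inhibition shows as a rise in luminescence from relieved DAX1 repression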
# Target sequence (P51843 207-470 limits assumed): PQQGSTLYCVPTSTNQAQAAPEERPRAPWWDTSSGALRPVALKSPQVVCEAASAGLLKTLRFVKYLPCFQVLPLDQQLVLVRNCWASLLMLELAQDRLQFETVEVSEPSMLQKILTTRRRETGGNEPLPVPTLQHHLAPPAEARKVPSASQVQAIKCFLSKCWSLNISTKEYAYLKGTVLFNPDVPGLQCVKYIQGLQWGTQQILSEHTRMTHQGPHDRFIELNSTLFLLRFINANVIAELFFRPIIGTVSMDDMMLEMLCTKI
# Numbers without * were called inactive; i = inactive; / = not tested or not shown.
SMILES,PLC-gamma1 inh,DAX1 inh-1,hgDAF12 agonist,PLC-beta3 inh,FXN GAA850 act,ADAM10 inh,HGIII-sPLA2 inh,ssDAF-12 act,hcDAF12 agonist,ADAM17 inh,DAX1 inh-2
Cc1ccc2[nH]c(=O)c(-c3noc(CC(C)C)n3)cc2c1,-35.7,-0.8,2.3,-60.1,2.8,-351.5,-7.5,-1.4,-0.3,-91.7,-0.3
COc1ccc(S(=O)(=O)N2CCC3CC2c2cc(-c4ccc5c(c4)OCO5)ccc23)cc1 (stereo unspecified),2.5,1.2,-1.4,2.6,/,8.6,-1.6,-1.0,-0.7,-1.7,/
COc1ccc(C2=CN(Cc3ccccc3)CCC2=O)cc1,2.0,-0.5,3.6,2.5,0.1,-1.4,12.7,-1.1,-0.1,-2.4,0.3
COc1cc(OC)cc(C(=O)N[C@H](C(=O)OCC(=O)N2CCc3ccccc32)C(C)C)c1,8.6,0.4,-1.8,-0.8,-2.0,16.0,-2.2,-1.0,0.6,-0.6,-2.1
COCCn1cc(C(=O)c2ccccc2OCC(=O)Nc2cc(C)on2)cc(C#N)c1=O,-12.5,-0.2,-0.6,-14.2,-1.7,-14.3,8.2,-1.2,-0.8,-2.8,-1.5
CCOC(=O)C(Cc1ccccc1)NC(=O)CCC(=O)c1ccc(OC)cc1 (stereo unspecified),9.2,0.3,2.1,-0.8,2.6,15.3,-8.0,-0.8,0.7,1.2,0.6
CCC(=O)NC1(C(F)(F)F)C(=O)Nc2c1c(=O)n(C)c(=O)n2C (stereo unspecified),4.3,0.3,-0.6,1.0,-0.2,5.6,1.0,-1.6,-0.5,-1.1,0.2
N#Cc1nc(COc2ccccc2)oc1N1CCCC1,2.0,0.0,-0.1,-1.6,2.8,8.4,1.6,-1.2,-1.0,-4.2,0.3
CC(C(=O)NC1CCCC1)n1c(C2CCCC2)nc2ccccc21 (stereo unspecified),0.9,0.4,-1.6,1.1,/,-3.1,2.5,-1.4,-0.2,-3.5,/
C/C(=N/NC(=O)c1cccs1)c1ccco1,-7.8,3.4,17.9*,-6.8,4.4,-4.0,-4.7,0.2,3.1,-2.0,2.2
O=C(/C=C/c1ccc(F)cc1)NC(=S)N1CCN(Cc2ccccc2)CC1,-4.4,-0.5,-2.4,-6.1,0.4,5.2,5.7,-2.6,-0.4,-2.4,1.1
CC(C)CNc1ccc2c(c1)OC[C@H](C)NS2(=O)=O,-0.1,0.4,-2.7,-2.0,/,5.2,1.7,-0.5,-1.0,-2.3,/
COc1ccc(-n2nnc3c(SCC(=O)c4ccccc4)ncnc32)cc1,2.6,-0.3,2.3,0.5,-0.2,-3.6,1.5,-1.4,-1.3,-1.0,0.4
O=C(Nc1cccc(Cl)c1)Nc1ccccc1NS(=O)(=O)c1cccs1,-2.7,0.5,-3.5,0.6,1.5,9.4,-17.5,0.1,3.0,1.9,1.2
O=c1c(-c2nc3ccccc3s2)cccn1Cc1ccccc1,-379.5,1.4,11.9*,i,4.2,i,-3.2,-0.3,0.9,i,2.2
CNC(=O)/C(C#N)=C/c1cc(C)n(-c2ccc(N3CCOCC3)cc2)c1C,-18.1,-0.1,-2.7,-23.0,-1.8,-8.8,-1.4,-2.6,-1.4,-7.8,0.1
CCCN1C(=O)/C(=C\C=C2/C=CN(CC)c3ccccc32)SC1=S,-10.9,-0.3,1.2,-7.7,-2.4,-5.2,1.6,-1.2,-0.3,-1.7,-1.2
O=C(N/C(=C\c1ccc([N+](=O)[O-])cc1)C(=O)N1CCOCC1)c1ccccc1,-4.9,0.1,-3.9,-9.1,-0.8,-5.0,2.6,-0.1,-1.0,-1.0,0.4
CCN(C(=O)CSc1nnc(Nc2ccccc2C)s1)C1CCS(=O)(=O)C1 (stereo unspecified),6.1,0.2,-2.4,3.3,2.3,4.0,3.5,-0.9,-3.0,-1.9,0.5
C#CCN1CC(COc2ccccc2)Oc2cccc(Oc3ccc(C(C)C)cc3)c2S1(=O)=O (stereo unspecified),-2.0,1.0,-1.1,-1.6,/,-8.8,3.5,-0.5,-0.3,-3.2,/
O=C(Nc1ccc2nc3n(c(=O)c2c1)CCCC3)c1cccc([N+](=O)[O-])c1,-1.0,-2.1,3.4,-3.2,-1.1,-4.1,-0.7,-1.1,-1.3,0.7,-2.4
Cc1ccc(C(=O)Nn2cnnc2)cc1S(=O)(=O)N1CCOCC1,3.7,-0.7,-2.3,3.6,0.7,5.4,1.7,-0.3,1.0,-1.3,-0.4
CCCC1(C(=O)OCC)NC(c2ccc(OC)cc2OC)C2C(=O)N(c3ccccc3)C(=O)C21 (stereo unspecified),1.3,-0.4,0.8,-2.2,-0.6,9.6,-4.0,-0.7,1.8,1.4,1.3
Cc1nc2ccc(C(=O)Nc3ccc4nc[nH]c4c3)cc2[nH]1,0.2,-0.5,-0.5,-9.3,-0.6,-4.5,4.4,-1.3,-2.6,-5.8,-0.6
COc1ccc(N2C(=O)CSC2c2ccccc2)cc1 (stereo unspecified),-1.0,0.0,-0.6,-7.8,0.5,-6.3,7.5,-1.9,1.2,-3.6,-0.2
COc1ccc(C(=O)C2CCCN(Cc3cccn3-c3cccnc3)C2)cc1OC (stereo unspecified),-3.3,0.0,-2.3,0.7,0.1,0.7,-8.5,-1.6,-0.6,-2.5,-0.3
Cc1cccc2c1nc(-c1ccccc1)n1cnnc21,2.6,-0.6,-1.3,3.9,0.7,8.2,3.3,-1.7,-1.8,-0.4,0.0
CCCC(=O)N1CCN(c2ccc(NC(=O)c3ccc(OCC)c([N+](=O)[O-])c3)cc2)CC1,-0.2,-0.6,0.3,1.2,1.4,-6.1,-0.8,-0.7,-2.2,-2.1,0.1
CCOC(=O)c1c(NC(=O)CSC(=S)N2CCOCC2)sc(C)c1C,-0.2,0.8,-2.6,3.8,-0.8,6.7,-2.1,0.0,-4.2,1.4,0.9
CCNC(=O)c1cc2c(c(-c3cccc(-c4cccc(C(=O)N(C)C)c4)c3)n1)[C@H](CCO)N(S(=O)C(C)(C)C)C2 (stereo partly specified),-34.6,-0.1,-1.8,-51.0,/,-11.1,-2.5,-1.0,-1.3,-2.2,/

# Continued; it opens with the three that closed the last part.
SMILES,PLC-gamma1 inh,DAX1 inh-1,hgDAF12 agonist,PLC-beta3 inh,FXN GAA850 act,ADAM10 inh,HGIII-sPLA2 inh,ssDAF-12 act,hcDAF12 agonist,ADAM17 inh,DAX1 inh-2
CCCC(=O)N1CCN(c2ccc(NC(=O)c3ccc(OCC)c([N+](=O)[O-])c3)cc2)CC1,-0.2,-0.6,0.3,1.2,1.4,-6.1,-0.8,-0.7,-2.2,-2.1,0.1
CCOC(=O)c1c(NC(=O)CSC(=S)N2CCOCC2)sc(C)c1C,-0.2,0.8,-2.6,3.8,-0.8,6.7,-2.1,0.0,-4.2,1.4,0.9
CCNC(=O)c1cc2c(c(-c3cccc(-c4cccc(C(=O)N(C)C)c4)c3)n1)[C@H](CCO)N(S(=O)C(C)(C)C)C2 (stereo partly specified),-34.6,-0.1,-1.8,-51.0,/,-11.1,-2.5,-1.0,-1.3,-2.2,/
N#Cc1cn(CCOC(=O)c2cccc(C(F)(F)F)c2)c(=O)[nH]c1=O,1.8,-0.5,1.3,0.3,0.8,-0.9,-0.9,-1.3,-1.4,-1.5,-0.3
COc1ccc(/C=N\NC(=O)C2=NNC(=O)C2C)cc1 (stereo unspecified),-0.1,1.7,5.2,0.3,3.1,3.1,4.2,-0.9,1.9,-1.6,3.5
COc1cccc(/C=N/NC(=O)C(=O)NCc2cccnc2)c1OC,-3.9,0.5,3.7,-6.5,-0.7,-13.9,3.1,-2.3,-1.4,-7.0,-0.2
CCc1cc2ccc(C)cc2nc1SCC(=O)c1ccc(NC(C)=O)cc1,-4.2,0.5,-1.1,-1.5,1.8,-10.5,4.7,-0.5,-0.5,-1.6,-0.2
OCC1OC(n2nc3ccccc3n2)C(O)C(O)C1O (stereo unspecified),4.4,0.2,0.0,4.4,1.6,4.9,-1.5,-1.0,-2.6,2.0,1.0
COc1ccc(C=C2SC(=S)N(CCCC(=O)Nc3ccc(C(=O)O)c(O)c3)C2=O)cc1OC,-5.1,0.4,-1.0,-8.2,-3.0,-7.6,-28.0,-0.3,-1.3,-2.2,/
COc1ccc(/C=N/OC(=O)Nc2ccccc2)cc1[N+](=O)[O-],-1.7,0.9,8.2,0.6,4.4,8.5,-2.6,0.0,0.8,1.2,3.2
CCC(C)(C)NC(=O)CN(C(=O)CCC(=O)Nc1nccs1)c1cccc(C)c1,0.1,-0.2,-1.2,-7.8,-0.1,6.3,-6.7,-0.9,-2.0,0.4,-0.1
Cc1cc(-n2c(C)cc(C(=O)COc3ccc4ccc(=O)oc4c3)c2C)no1,-79.3,0.6,-0.3,-122.8,-0.2,-412.7,0.0,-1.0,-2.3,-130.8,0.3
CC(C)CC(=O)N1CCN(C(=O)c2ccco2)CC1,0.4,0.7,1.6,3.2,0.5,3.0,3.2,-1.4,5.7*,-1.1,-2.3
COc1cccc(NC(=O)CSc2ccc3nnc(-c4ccccn4)n3n2)c1,5.5,-0.1,-0.6,-2.9,1.5,1.3,3.0,-0.5,-2.7,-3.0,0.4
O=C(Nc1ccc(-c2nc3ccccc3o2)cc1)c1ccc(N2C(=O)C3C4C=CC(C4)C3C2=O)cc1 (stereo unspecified),-41.9,-2.7,-3.1,-62.9,-6.8,-92.0,-7.8,-2.6,-3.8,-36.4,-4.0
CN1C2CCCC1CC(NC(=O)c1nn(C)c3ccccc13)C2 (stereo unspecified),-0.4,-0.2,-0.1,2.7,/,-12.2,10.6,-1.1,-1.7,-4.6,/
COc1ccc2c(c1)c(/C=N/Nc1ccc(C(=O)O)cc1)c(C)n2C,-20.6,0.0,-1.8,-40.8,0.1,-10.2,0.8,-1.7,-0.6,-3.6,-3.1
O=[N+]([O-])c1ccc(NC(=S)NCCc2ccccc2)cc1,5.4,-0.8,1.6,-0.9,-0.9,12.4,-14.6,-0.7,-1.5,2.3,0.1
O=c1cnn(-c2ccc(Cl)cc2Cl)c(-c2ccccc2)c1,-1.1,0.0,-0.3,-3.3,0.7,-3.7,0.2,0.0,-1.5,-2.9,-1.2
CCCOc1ccc(C(=O)Nc2cc(S(=O)(=O)N3CCOCC3)ccc2N2CCOCC2)cc1,1.5,-0.8,-0.5,-0.8,-0.8,-1.0,-5.8,-1.4,2.8,0.3,-0.1
O=C(COC(=O)c1ccc([N+](=O)[O-])s1)Nc1cccc(S(=O)(=O)NC2=NCCCCC2)c1,3.1,0.0,3.3,-4.2,1.0,-5.4,6.9,-1.5,-0.9,-3.3,-1.9
C[C@@H]1COc2cc(Br)ccc2S(=O)(=O)N1Cc1cn(Cc2ccc(Cl)cc2)nn1,0.1,-0.6,0.4,-1.3,/,1.2,1.4,-0.5,0.1,-0.6,/
COc1ccc(CCNC(=O)c2cccc(S(=O)(=O)N3CCCC3)c2)cc1OC,2.7,0.4,-3.8,-0.7,-0.7,-16.5,9.4,-1.0,0.2,-3.5,0.4
Cc1ccc(CSc2nnc([C@@H]3CCCN3C(=O)OC(C)(C)C)o2)cc1,0.6,-0.8,1.0,-6.1,0.7,-1.6,-11.8,-1.0,0.7,-0.6,-0.4

# Screening results (PubChem)
